Screening data as filed in PubChem BioAssay.
NRP1-CendR mod = modulators of CendR peptide binding to human neuropilin-1 | FAM-RPARPAR peptide binding to NRP-1, fluorescence polarization | O14786 | AID 602438 | actives 0.85% (n = 360,000) | inhibition, % at 25 µM;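 active = inhibition or corrected inhibition above about 18%, plus a signal ratio from 0.5 to 1.5, limit read from the data, passing the limit was not always enough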; also: strong numbers were not always called active
TbMetRS inhib = Trypanosoma brucei MetRS inhibition | inhibition, % at 11.9 µM | AID 624268 | actives 0.4% (n = 360,000) | purified T. brucei MetRS, ATP depletion, Kinase-Glo luminescence;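 active = inhibition above a per-plate cutoff of the control wells' mean inhibition plus 3 SD, cut at about 5.5% in these data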;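 also: 0% = DMSO wells median and 100% = median of wells with control inhibitor compound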
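Material: parasite MetRS enzyme / Replication: singlicate, one well per compound / Signal: luminescence of leftover ATP / Schedule: 2 h aminoacylation at 25 °C after 15 min preincubation / Medium: HEPES-MgCl2-KCl buffer plus DTT, spermine, BSA, pyrophosphatase / Doses: 11.9 µM single point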
DNMT1 inh = DNMT1 (human) enzyme inhibition; actives 0.83% (n = 360,000); AID 588458; inhibition (reported as % activation of signal), % at 10 µM; DNMT1 molecular beacon, Hinp1I cleavage, fluorescence; in the data active = inhibition above about 50%
LMPTP block = LMPTP (human) inhibition. P24666. recombinant LMPTP-A, OMFP fluorogenic substrate, fluorescence intensity. inhibition, % at 20 µM. actives 0.22% (n = 360,000). AID 651560;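 active = compounds that cut the enzyme signal by at least half of the control window in the single-dose screen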;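 also: plate controls were DMSO wells with enzyme plus substrate for no effect and substrate without enzyme for full effect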
Target sequence (P24666 whole entry, looked up): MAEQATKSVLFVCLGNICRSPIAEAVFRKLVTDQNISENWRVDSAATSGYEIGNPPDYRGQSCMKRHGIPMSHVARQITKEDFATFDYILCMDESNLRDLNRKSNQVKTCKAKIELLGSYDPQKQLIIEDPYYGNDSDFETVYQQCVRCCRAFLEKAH
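Assay system: LMPTP-A enzyme. Input: 0.625 nM LMPTP-A final. Probe or stimulus: 400 µM OMFP. Compound dosing: single 20 µM dose. Schedule: 50 min dark incubation at room temperature. Detection: fluorescence intensity of OMFP turnover product. Read-out: percent inhibition versus substrate-only and uninhibited controls. Benchmarks: no-enzyme low control, uninhibited high control.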
SUMO1-SIM PPI = modulators of human SUMO1-mediated protein-protein interactions | actives 0.33% (n = 360,000) | inhibition, % at 20 µM | P63165 | SUMO1 binding to a labelled peptide, TR-FRET, 1 h; in the data active = inhibition above about 37%
Target sequence (P63165 whole entry, looked up): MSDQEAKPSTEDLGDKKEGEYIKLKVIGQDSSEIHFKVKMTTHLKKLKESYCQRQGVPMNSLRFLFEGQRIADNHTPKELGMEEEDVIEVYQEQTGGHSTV
MsrA inh = bovine MsrA inhibition. AID 651718. actives 0.75% (n = 360,000). purified bovine MsrA, absorbance read-out. inhibition, % at 15.5 µM; in the data active = inhibition above about 4.5%;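 also: 0% = vehicle wells with enzyme and 100% = reference inhibitor wells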
MsrA act = bovine methionine sulfoxide reductase A activation. AID 602163. actives 0.3% (n = 360,000). activation, % at 10.6 µM. purified bovine MsrA, absorbance read-out; in the data active = activation above about 7.5%;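 also: 0% = vehicle and 100% = reference activator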
Scp1 inh = Scp-1 (human) phosphatase inhibition; Q9GZU7; Recombinant Scp1, phosphopeptide, malachite green phosphate absorbance; inhibition, % at 20 µM; actives 0.88% (n = 340,000); AID 493091;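 active = inhibition above about 50% at 20 µM, limit read from the data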;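 also: plate controls were DMSO wells with enzyme for no effect and wells lacking enzyme for full effect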
Target sequence (Q9GZU7 76-261 limits assumed): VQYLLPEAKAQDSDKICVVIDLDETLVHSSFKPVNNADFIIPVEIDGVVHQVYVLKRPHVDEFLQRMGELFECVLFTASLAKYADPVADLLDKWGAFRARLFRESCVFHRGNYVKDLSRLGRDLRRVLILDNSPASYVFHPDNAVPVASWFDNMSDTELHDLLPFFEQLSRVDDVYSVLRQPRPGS
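Test system: SCP-1 phosphatase catalytic domain, residues 76-261 | Compound dosing: One concentration, 20 µM, with 1.0% DMSO | Schedule: 45 min room-temperature reaction, 5 min colour, 30 min stabiliser | Detection: Absorbance at 630 nm | Read-out basis: % inhibition of SCP-1 phosphate liberation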
E coli Lon inh = inhibitors of E. coli Lon protease; P0A9M0; actives 0.42% (n = 360,000); purified E. coli Lon protease, fluorescence polarization; inhibition, % at 7.94 µM; AID 602123; in the data active = inhibition above about 13%, passing the limit was not always enough;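 also: 0% = enzyme with probe and DMSO and 100% = no enzyme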
STEP block = inhibitors of human striatal-enriched phosphatase STEP | recombinant STEP, OMFP fluorogenic substrate, fluorescence | inhibition, % at 20 µM | actives 0.25% (n = 360,000) | AID 588621;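 active = inhibition at 20 µM, scaled per plate between control wells, above about 37%, limit read from the data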;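 also: 0% = DMSO with enzyme and substrate and 100% = substrate only without enzyme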
Target sequence (P54829 whole entry, looked up): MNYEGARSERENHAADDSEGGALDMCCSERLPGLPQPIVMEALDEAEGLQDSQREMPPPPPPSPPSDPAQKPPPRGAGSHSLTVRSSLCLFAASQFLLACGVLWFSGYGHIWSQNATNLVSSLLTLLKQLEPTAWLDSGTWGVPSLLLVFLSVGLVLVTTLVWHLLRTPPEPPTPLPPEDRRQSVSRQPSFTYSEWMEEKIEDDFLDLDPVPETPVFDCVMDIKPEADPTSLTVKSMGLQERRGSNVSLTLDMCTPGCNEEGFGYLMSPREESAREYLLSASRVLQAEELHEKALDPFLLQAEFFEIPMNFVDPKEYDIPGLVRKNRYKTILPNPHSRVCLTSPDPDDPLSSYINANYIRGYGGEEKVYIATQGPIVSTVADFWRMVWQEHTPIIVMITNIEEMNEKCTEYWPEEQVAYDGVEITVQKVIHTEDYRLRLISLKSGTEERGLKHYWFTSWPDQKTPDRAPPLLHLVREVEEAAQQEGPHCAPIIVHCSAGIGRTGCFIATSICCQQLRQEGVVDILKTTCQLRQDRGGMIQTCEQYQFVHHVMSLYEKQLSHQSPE
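System: isolated STEP enzyme; schedule: 20 min enzyme reaction at room temperature, protected from light; medium: Bis-Tris buffer pH 6.0, 2.5 mM DTT, 0.005% Tween 20; signal: fluorescence, 480/540 nm; dosing: single compound dose of 20 µM, 1% DMSO final; also added: OMFP substrate, 25 µM final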
* marks the source's active call; other numbers are inactive results; . = not tested or not shown.

SMILES	NRP1-CendR mod	TbMetRS inhib	DNMT1 inh	LMPTP block	SUMO1-SIM PPI	MsrA inh	MsrA act	Scp1 inh	E coli Lon inh	STEP block
Cc1ccc(C(C(=O)NC(C)(C)C)N(C(=O)CCC(=O)Nc2ccccn2)c2ccccc2F)cc1 (stereo not drawn)	-6	-1.1	-4	-0.3	3	0.1	-2	-2	3	2
COC(=O)c1cc2c(ccn2-c2ccc(F)cc2)n1C(C)C	0	0.5	-4	2.2	3	0.2	-2	-8	-1	0
COc1cccc(CN(C)CC(=O)Nc2cc3oc4ccccc4c3cc2OC)c1	-11	0.7	-10	4.9	-1	2.2	-2	1	-3	-1
CC(C)(C)NC(=O)C(c1cc2ccccc2o1)n1c(=O)c(-c2ccccc2)nc2ccccc21 (stereo not drawn)	4	-0.9	.	2.8	-4	2.0	.	.	.	.
CCCN(C(=O)CCl)C1=CCCCC1	6	-0.3	0	-0.8	0	-1.8	-3	-2	-3	2
CC(NC(=O)c1ccccc1)c1nnc(SCC(=O)Nc2nnc(C3CC3)s2)n1C (stereo not drawn)	-6	-0.3	1	-1.3	3	-0.1	-3	-8	0	0
CC12CC(NC(=O)N1c1cccc(C(=O)Nc3ncn[nH]3)c1)c1ccccc1O2 (stereo not drawn)	-2	0.1	7	-1.5	0	-1.5	-1	-2	-5	2
CC(C)(C)NC(=O)C(c1ccc(F)cc1)N(Cc1ccco1)C(=O)c1csnn1 (stereo not drawn)	11	-0.2	-2	-2.0	-2	-0.8	-2	1	6	3
O=C(CCn1cnc2ccccc2c1=O)Nc1ccc(Cl)c(Cl)c1	5	-0.1	0	0.4	3	-1.6	4	-2	4	-4
CC(C)Cn1c(N)c(C(=O)COC(=O)c2ccccc2Cl)c(=O)n(C)c1=O	-5	-0.5	8	1.8	2	-0.8	-3	-13	0	0
Cc1cc(C)cc(N(C(=O)Cc2cccs2)C(C(=O)NC2CCCCC2)c2ccccn2)c1 (stereo not drawn)	-13	-0.9	-3	0.3	-1	-1.6	-3	-7	1	0
O=[N+]([O-])c1ccccc1/C=C/C=N/n1c(-c2ccccc2F)n[nH]c1=S	-3	-0.1	-9	1.3	-17	1.5	6	8	5	2
Cc1cc(C(=O)NN)n[nH]1	-16	-0.5	-1	-0.2	-2	-1.0	-3	-8	1	0
COc1ccc(CCC(=O)NCCOc2ccc(C)cc2)cc1	0	-0.3	-1	-1.9	-3	0.8	-4	4	2	-1
O=C(COc1ccc2c3c(c(=O)oc2c1)CCC3)NCC(O)c1ccccc1 (stereo not drawn)	-3	-0.5	-1	-1.1	-6	-0.4	-1	-3	3	-1
CCCN1CCN(CCCNC(=O)CCN2C(=O)COc3ccccc32)CC1	9	0.0	1	-0.2	2	0.0	-1	-6	2	-1
Clc1ccc(-c2nc(NCCCN3CCOCC3)c3ccccc3n2)cc1	1	2.5	14	42	5	-0.1	-1	2	-7	-1
Cc1ccccc1S(=O)(=O)Cc1ccc(C(=O)NCCN2CCN(Cc3ccccc3)CC2)o1	-6	-0.1	0	-1.2	2	-0.2	4	-5	0	-2
Cc1ccc(C(=O)NCc2ccccn2)cc1Cl	-1	-0.5	-2	-0.7	0	-0.5	-3	-7	4	1
Cc1cc(C)n(-c2cc(N3CCN(S(=O)(=O)c4ccc(C)c(C)c4)CC3)ccc2[N+](=O)[O-])n1	2	0.2	4	-1.0	2	-0.2	-1	3	-3	8
COC(=O)COc1ccc2c(=O)c(-c3ccccc3OC)coc2c1	-16	-0.3	-8	-0.3	1	2.6	-2	0	6	-1
COC(=O)C1C(=O)N(S(=O)(=O)c2ccc([N+](=O)[O-])cc2)c2ccccc21 (stereo not drawn)	16	-0.7	.	-1.1	-17	-0.3	.	.	.	.
CC1CCN(S(=O)(=O)c2ccc(C(=O)OC(C)C(=O)N(C)C3CCCCC3)cc2)CC1 (stereo not drawn)	-9	-0.3	1	1.7	3	-1.7	-3	-3	2	1
CC1CCCN(C(=O)C2CCN(c3nc(-c4ccccc4)nc4c3CCC4)CC2)C1 (stereo not drawn)	3	-0.3	-1	4.3	4	0.1	-3	-5	-2	-4
CC(C)(C)c1ccc(C(=O)NCCC(=O)NNC(=O)COc2ccccc2F)cc1	4	0.3	-2	0.8	2	-0.4	-3	3	-9	0

The final 2 entries of the part above open the next one.
SMILES	NRP1-CendR mod	TbMetRS inhib	DNMT1 inh	LMPTP block	SUMO1-SIM PPI	MsrA inh	MsrA act	Scp1 inh	E coli Lon inh	STEP block
CC1CCCN(C(=O)C2CCN(c3nc(-c4ccccc4)nc4c3CCC4)CC2)C1 (stereo not drawn)	3	-0.3	-1	4.3	4	0.1	-3	-5	-2	-4
CC(C)(C)c1ccc(C(=O)NCCC(=O)NNC(=O)COc2ccccc2F)cc1	4	0.3	-2	0.8	2	-0.4	-3	3	-9	0
CCC(C)[C@H]1CNC(=S)N1CCc1cccc2ccccc12 (stereo partly drawn)	21	-0.2	-7	2.3	1	1.2	0	0	-7	2
COc1cc(OC)c2c(-c3cccc(-c4ccc(N(C)C)cc4)c3)cc(=O)oc2c1	-4	-1.6	-8	1.8	-6	1.9	-7	4	-4	-2
Cn1cc(/C=C/c2cc[n+](C)cc2)c2cc(Cl)ccc21	144	-1.3	37	0.7	-70	0.1	0	40	-287	-10
O=C(N/N=C/c1ccc2c(c1)OCO2)c1cc2ccccc2o1	-5	-1.1	6	-1.4	0	-0.8	-5	-1	0	-2
O=[N+]([O-])c1ccc(N2CCOCC2)cn1	8	0.2	-1	0.1	-23	3.7	-2	-1	8	2
COc1ccc(C2NCCO2)cc1OC (stereo not drawn)	9	-0.8	3	-2.8	-1	1.6	-5	2	1	2
COc1ccc(C2CC(c3ccccc3)=NN2C(=O)c2ccc(Cl)c([N+](=O)[O-])c2)cc1 (stereo not drawn)	8	-0.8	-8	1.9	1	-0.6	-3	-8	-6	3
CCSc1nsc(NC(=O)Nc2cccc(OC)c2)n1	2	0.3	1	2.8	1	-1.0	-3	3	1	1
CCn1cc(C(=O)N(C)CC(OC)OC)c(=O)c2cc(S(=O)(=O)N3CCOCC3)ccc21	5	-0.6	2	-0.9	10	1.8	-11	2	-9	-2
CCOC(=O)c1cc(-c2ccncc2)nc2c1c(C)nn2C	6	-0.5	-2	-0.7	-14	1.1	-2	-1	1	-2
O=C(COC(=O)c1ccccc1Br)NCc1ccccc1	-1	-1.0	3	-1.5	0	0.9	-10	-3	-13	-1
COC(=O)Cc1c(C)c2c(O)cc(C)cc2oc1=O	5	-2.2	2	-2.6	-9	4.3	-9	0	-1	0
COc1ccccc1S(=O)(=O)Cc1ccc(C(=O)N2CCN(c3ccccc3)CC2)o1	-5	0.3	2	-1.0	0	0.1	0	-4	5	1
Cc1cc(C)c(S(C)(=O)=O)c(Sc2ccc(Cl)cc2)n1	2	-1.0	-2	-1.8	0	0.0	-5	-8	-4	-3
Cn1c(-c2ccc(Br)cc2)cnc1NCc1cccnc1	3	0.3	0	-1.4	-2	-1.1	-1	2	1	2
CS(=O)(=O)N(CC(=O)N1CCC(C(N)=O)CC1)c1cc(C(F)(F)F)ccc1Cl	4	-0.4	2	-0.9	-1	-1.2	-2	0	-5	1
COc1ccc(-c2csc(NC(=O)CSc3nc(C)nc4sc(C(=O)O)c(C)c34)n2)cc1	-157	-0.6	81*	2.8	22	-0.5	-4	87*	0	0
Oc1ccc(/C=N/Nc2ncnc3nc[nH]c23)cc1	-7	0.1	1	-0.8	-8	6.9*	-6	-6	6	2
Cc1c(/C=C/C(=O)c2ccc(O)cc2)cnn1C	-39	-0.1	-2	-0.1	-15	4.5	-4	-8	4	0
CCC1SC2=NC(C)=C(C(=O)OC)C(c3cccs3)N2C1=O (stereo not drawn)	8	-0.8	-3	1.2	-9	0.7	-3	-4	-9	0
CCOc1ccc(CC(=O)NNC(=S)NCCc2ccccc2)cc1	2	-0.1	3	-0.1	-2	-0.6	-1	-3	1	-2
CC(C)Cn1c(N)c(C(=O)COC(=O)C2CC(=O)N(c3ccc4c(c3)OCCO4)C2)c(=O)n(C)c1=O (stereo not drawn)	-5	-0.4	1	-1.6	6	0.4	-4	-10	-2	2
CCCc1c(-c2cccc(Br)c2)ncn1Cc1ccccc1OC	2	-0.9	.	5.0	12	1.1	-7	.	11	.
CCCCc1ccc(S(=O)(=O)NC(=O)C2(C)CCN2C(=O)c2cccc(F)c2)cc1 (stereo not drawn)	-11	0.6	2	-3.1	3	1.1	-2	.	5	-2
CSc1ccc(CN2CCN(Cc3ccccc3)C(CCO)C2)cc1 (stereo not drawn)	-5	0.1	-7	1.8	2	1.3	7	-5	6	0

Reprinted from the part before: three entries; new compounds follow.
SMILES	NRP1-CendR mod	TbMetRS inhib	DNMT1 inh	LMPTP block	SUMO1-SIM PPI	MsrA inh	MsrA act	Scp1 inh	E coli Lon inh	STEP block
CCCc1c(-c2cccc(Br)c2)ncn1Cc1ccccc1OC	2	-0.9	.	5.0	12	1.1	-7	.	11	.
CCCCc1ccc(S(=O)(=O)NC(=O)C2(C)CCN2C(=O)c2cccc(F)c2)cc1 (stereo not drawn)	-11	0.6	2	-3.1	3	1.1	-2	.	5	-2
CSc1ccc(CN2CCN(Cc3ccccc3)C(CCO)C2)cc1 (stereo not drawn)	-5	0.1	-7	1.8	2	1.3	7	-5	6	0
O=C(O)c1ccccc1CSc1nc2ccccc2o1	-2	-0.6	3	-2.9	-5	-1.4	-9	-7	3	-2
CCC(=O)Nc1ccc(S(=O)(=O)Nc2cccnc2)cc1	8	0.4	0	-1.8	0	1.0	-3	-5	-3	-2
Cc1ccc(S(=O)(=O)N(CCO)Cc2ccccc2)cc1	3	-0.4	-2	-0.9	2	0.3	4	-12	3	1
N#CCc1ccc(Oc2ncc(C(F)(F)F)cc2Cl)cc1	6	-0.2	1	-0.6	-1	1.3	-7	1	-3	6
Cc1cccc(Nc2ncnc3ccccc23)c1	-2	-0.5	2	5.5	-2	0.7	-2	-7	4	0
Cc1cc(C)c(NS(=O)(=O)c2ccccc2)c(C)c1	14	-0.1	1	-0.8	-1	1.1	-7	-2	2	-2
Cc1nc2ccc(S(=O)(=O)NCC(=O)N(C)Cc3ccco3)cc2s1	16	-0.6	0	-0.7	-2	-0.9	-3	4	-3	1
COc1ccccc1NC(=O)N(Cc1ccco1)Cc1cc2cc(C)cc(C)c2[nH]c1=O	3	-0.4	1	0.1	2	-0.3	1	-3	8	3
O=C(Nc1ccccc1Oc1ccsc1C(=O)O)c1ccccc1F	6	-1.1	-1	-1.9	-7	0.4	-6	-7	5	0
CCCn1c(SCC(=O)c2c(C)[nH]c(C)c2C(=O)OCC)nc2ccccc21	14	0.7	3	0.8	4	0.1	-3	-4	-6	59*
Cc1nn(Cc2ccc(Cl)cc2Cl)c(C)c1NC(=O)c1ccc(COc2cc(Cl)ccc2Cl)o1	14	-0.6	-5	4.7	0	1.5	-3	-2	4	1
COC(=O)CSc1nn(-c2ccc(F)cc2)c(=S)s1	4	-0.1	0	-1.3	5	5.2*	-2	-7	4	6
